HCMV antiviral = blocks human cytomegalovirus replication | HFF cells, HCMV-luciferase reporter, 72 h; hits give low values | activity change, negative = inhibition, % at 57.5 µM | 410,000 tested, 4.5% active | AID 1259415; in the data active = activity change below about -60%; inconclusive = no clear call, values can overlap the other calls; inactive = above about -39%; also: % is scaled to controls: 0 for no effect and ±100 for the full control effect
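Cell-based, HFFs, 1000 cells/well, 16 h 37C; cpds in DMSO + HCMV-luc, MOI 1 PFU/cell; 72 h 37C; OneGlo luminescence after 5 min RT; norm. to buffer vs Salinomycin 10uM.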
Shiga toxin inh = blocks Shiga toxin action in Vero cells; Vero cells, Shiga toxin protein synthesis inhibition reporter; inhibition, % at 38.7 µM; 290,000 tested, 9.2% active; AID 2315; in the data active = inhibition mostly above about 28%, no sharp cut-off; inactive = mostly below about 43%; also: 0% is about no effect
AMA1 RON2 block = disrupts binding of P. falciparum AMA1 to RON2. AlphaScreen AMA1-biotinylated RON2 peptide binding. Potency, µM (titrated, usually from 58.2 µM), for the others: at the highest dose activity change, negative = inhibition, hits mostly inhibitors. 360,000 tested, 0.2% active. AID 720542;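 also: potency is read from the fitted curve at half-maximal effect; 0% = vehicle wells and -100% = peptide control; nearly all actives have a fitted effect of over 45% in size; some results filed as inactive show a strong effect at the top dose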
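AMA1 (3D7) with his tag at 25 nM final met compounds first, then biotinylated RON2 peptide at 25 nM; detection used donor plus acceptor beads, 10 µg/mL apiece, read by AlphaScreen after 30 min at room temperature.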
AmpC inh no detg = inhibitors of E. coli AmpC beta-lactamase without detergent. P00811. AmpC nitrocefin hydrolysis, absorbance 480 nm, 0.0001% Triton. Potency, µM (series often up to 57.1 µM), inactives show at the top dose activity change, negative = inhibition, most hits filed as inhibitors. 330,000 tested, 0.52% active. AID 485341;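 also: potency is read from the fitted curve at half-maximal effect; plate controls were no compound for no effect and no enzyme for full effect; nearly all actives have a fitted effect of over 20% in size; some results filed as inactive show a strong effect at the top dose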
Target sequence (P00811 whole entry, looked up): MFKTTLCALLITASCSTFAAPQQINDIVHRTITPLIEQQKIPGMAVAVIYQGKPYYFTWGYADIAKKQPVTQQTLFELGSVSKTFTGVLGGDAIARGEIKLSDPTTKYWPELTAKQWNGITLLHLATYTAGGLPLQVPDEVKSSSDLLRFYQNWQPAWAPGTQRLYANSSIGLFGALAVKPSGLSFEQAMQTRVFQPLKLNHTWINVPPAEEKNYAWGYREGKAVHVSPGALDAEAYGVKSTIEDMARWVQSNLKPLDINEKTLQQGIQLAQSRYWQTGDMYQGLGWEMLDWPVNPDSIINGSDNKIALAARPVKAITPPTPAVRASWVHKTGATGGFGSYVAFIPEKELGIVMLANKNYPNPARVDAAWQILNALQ
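20 mM phosphate pH 7.0 + 0.01% (detergent screen) or 0.0001% Triton X-100; 5.3 nM AmpC reagent; cpd preinc 15 min RT; nitrocefin (800 uM stock) to start; A480 q20 s × 4 min; Activity was normalised to no-enzyme and no-compound control wells.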
Cycloheximide cs = affects cycloheximide protein synthesis inhibition readout, counter-screen; cell reporter, cycloheximide protein synthesis inhibition counterscreen; max response, %; 300,000 tested, 12% active; AID 2314; in the data active = max response mostly above about 13%, no sharp cut-off; inactive = mostly below about 14%; also: read at 38.3 µM for the half of the compounds with a filed dose; 0% is about no effect
AmpC detergent = blocks E. coli AmpC beta-lactamase in detergent assay; P00811; AmpC hydrolysis of nitrocefin, absorbance 480 nm, 0.01% Triton; Potency, µM (titrated, usually from 114 µM), for inactives: at the top dose activity change, negative = inhibition, hits mostly inhibitors; 370,000 tested, 0.041% active; AID 485294;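 also: potency is read from the fitted curve at half-maximal effect; 0% = no-compound wells and -100% = no-enzyme wells; nearly all actives have a fitted effect of over 25% in size; some results filed as inactive show a strong effect at the top dose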
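20 mM phosphate pH 7.0 + 0.01% (detergent screen) or 0.0001% Triton X-100; 5.3 nM AmpC reagent; cpd preinc 15 min RT; nitrocefin (800 uM stock) to start; A480 q20 s × 4 min; Activity was normalised to no-enzyme and no-compound control wells.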
Giardia FBPA inh = blocks Giardia fructose-bisphosphate aldolase activity | Potency, µM (series often up to 59.6 µM), without a hit: at the highest dose activity, negative = inhibition, actives largely listed as inhibitors | 290,000 tested, 0.71% active | A8B2U2 | purified Giardia FBPA | AID 2451; also: potency is read from the fitted curve at half-maximal effect; % is scaled to controls: 0 for no effect and ±100 for the full control effect; nearly all actives have a fitted effect of over 55% in size
Target sequence (A8B2U2 whole entry, looked up): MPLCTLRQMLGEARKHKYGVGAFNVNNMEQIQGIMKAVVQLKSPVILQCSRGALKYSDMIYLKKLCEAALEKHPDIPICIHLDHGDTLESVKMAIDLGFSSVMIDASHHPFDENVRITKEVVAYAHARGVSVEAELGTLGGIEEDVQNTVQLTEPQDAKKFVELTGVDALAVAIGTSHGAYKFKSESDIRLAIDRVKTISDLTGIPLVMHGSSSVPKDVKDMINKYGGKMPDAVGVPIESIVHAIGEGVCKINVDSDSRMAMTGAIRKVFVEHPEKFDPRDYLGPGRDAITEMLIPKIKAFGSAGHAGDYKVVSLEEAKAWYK
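Giardia FBPA (40 nM reagent) was preincubated 10 min at RT with compound (up to 57.5 uM final), then substrate plus GAPDH/TPI/NAD/arsenate coupling system with diaphorase/resazurin was added; resorufin fluorescence (525/598 nm) was read after 20 min.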
An asterisk follows results filed as active; ? = inconclusive; . = not tested or not shown; & = joins results of further samples; [ ] = another dose, or the depositor's remark. Unless noted, calls follow the shape of the dose curve; as a rule, active = well fitted curve in the direction sought with a large enough effect; inconclusive = small, poorly fitted or top-dose-only effect, or another doubt; inactive = no such curve, though single readings can be large; an effect the other way counts as inactive or inconclusive. This is a random part of the collection. About 16% of those tested had a hit in this group.

SMILES	HCMV antiviral	Shiga toxin inh	AMA1 RON2 block	AmpC inh no detg	Cycloheximide cs	AmpC detergent	Giardia FBPA inh
COc1ccc(CCNC(=O)c2ccc(CS(=O)(=O)c3ccc(C)cc3)o2)cc1OC	-28&-40	-6	-16%	-2%	-6	?	-4%
CCc1ccc(Oc2coc3cc(OCC(=O)Nc4cc(C)ccc4C)ccc3c2=O)cc1	1	-11	-12%	-20%	-2	-11%	5%
CCOC(=O)c1c(C)n(CC)c2ccc(OC(=O)c3ccc([N+](=O)[O-])cc3)cc12	1	-7	-24%	-25%	-6	4%	4%
Cc1ccc(C2(c3ccc(C)cc3)NC(=O)N(CC(N)=O)C2=O)cc1	-18	22	33%	9%	3	-4%	.
CN(C)C(=O)c1ccc(-c2cc(C(F)(F)F)n(C)n2)s1	-22	38	17%	-4%	8	7%	-2%
Cc1nonc1-c1ccc2c(c1)OCO2	-23	19	7%	-14%	-1	5%	7%
O=C(NCc1ccc(C(=O)O)cc1)OCc1ccccc1	61	-3	-1%	-6%	-1	4%	4%
Cc1[nH]n(C(N)=S)c(=O)c1N=Nc1cc(C(F)(F)F)ccc1Cl	-23	1	104%[activator]	-34%	-5	2%	18%
O=C(Nc1nccs1)C1(S(=O)(=O)c2ccc(Cl)cc2)CC1	14	-16	34%[activator]	-21%	-6	-4%	1%
Cc1cc(C(=O)N2CCN(c3ccc([N+](=O)[O-])cc3)CC2)co1	?	11	-14%	0%	-4	-7%	0%
COc1ccc(C(=O)Nc2nc(-c3ccc(S(=O)(=O)N4CCOCC4)cc3)cs2)cc1	-98*	-8	-8%	27%	0	3%	4%
O=C(N/N=C/c1cccc2ccccc12)c1cc2ccccc2o1	?	6	12%	-54%	12	0%	10%
COc1ccc(C(=O)Nc2cnc(NC(=O)c3cccs3)cc2C)cc1	18	60	-22%	-35%	46*	8%	-12%
O=S(=O)(c1ccc(Br)cc1)N1CCCN(Cc2ccccc2F)CC1	28	-12	6%[11.6 µM]	-10%	-4	-1%	6%
CCOC(=O)C(c1ccccc1)N1CCN(c2ccc(OC)cc2)CC1 (stereo unspecified)	55	7	-17%	40%	6	0%	-4%
O=C(Cn1cccn1)N1CCCC(Nc2ccc(F)c(F)c2)C1 (stereo unspecified)	-38	-6	-10%	6%	7	1%	.
CC(C)=CCC/C(C)=C/CNC(=O)C[C@H]1C[C@H](C(=O)N2CCOCC2)[C@@]2(CCC3CCCC3)c3[nH]c4cc(CCC(=O)N(C)C)ccc4c3CCN2C1=O	-108*	.	-6%	1%	.	.	.
O=C(Cn1nc(-c2ccc(Cl)cc2)ccc1=O)NCc1ccc2c(c1)OCO2	-8	-8	-4%	-1%	-4	-2%	3%
Cc1c(CCC(=O)NC2CC2)c(=O)oc2cc(O)ccc12	-26	10	15%	-17%	-6	?	1%
Cc1ccccc1-n1nnnc1SCc1cc(=O)n2ccsc2n1	?	-7	-6%	-10%	9	-13%	-13%

Compound profiles (already shown). Screens in order: HCMV antiviral | Shiga toxin inh | AMA1 RON2 block | AmpC inh no detg | Cycloheximide cs | AmpC detergent | Giardia FBPA inh
O=C(N/N=C/c1cccc2ccccc12)c1cc2ccccc2o1 as listed: ? | 6 | 12% | -54% | 12 | 0% | 10%
CC(C)=CCC/C(C)=C/CNC(=O)C[C@H]1C[C@H](C(=O)N2CCOCC2)[C@@]2(CCC3CCCC3)c3[nH]c4cc(CCC(=O)N(C)C)ccc4c3CCN2C1=O as listed: -108* | . | -6% | 1% | . | . | .
COc1ccc(C(=O)Nc2nc(-c3ccc(S(=O)(=O)N4CCOCC4)cc3)cs2)cc1 as listed: -98* | -8 | -8% | 27% | 0 | 3% | 4%
CCOC(=O)C(c1ccccc1)N1CCN(c2ccc(OC)cc2)CC1 (stereo unspecified) as listed: 55 | 7 | -17% | 40% | 6 | 0% | -4%

(cont.)
SMILES	HCMV antiviral	Shiga toxin inh	AMA1 RON2 block	AmpC inh no detg	Cycloheximide cs	AmpC detergent	Giardia FBPA inh
COc1ccccc1CNC(=O)C(CC(C)C)NC(=O)C1CCC(C)CC1 (stereo unspecified)	4	1	36%[activator]	-3%	-2	1%	-3%
O=C(Cn1cnc2ccccc21)Nc1ccc(F)c(F)c1	-33	-2	0%	-3%	14	9%	4%
O=C(Nc1cccc(C(=O)O)c1)/C(=C\c1ccc(F)cc1)NC(=O)c1ccco1	-30	-2	10%	0%	-4	-5%	.
O=C(NC1CCCC1)C(c1ccncc1)N(CCCN1CCOCC1)C(=O)c1ccc(-c2ccccc2)[nH]1 (stereo unspecified)	22	-6	-6%	176%[activator]	-2	7%	-1%
CCN(CC)C(=O)CSc1nnc(-c2ccco2)o1	49	47*	36%[activator]	-15%	23*	1%	0%
Cc1cc(C(=O)OCC(=O)N2CCC(C)CC2)c2ccccc2n1	-11	.	-7%	11%	.	.	.
Cc1cc(NC(=O)c2ccccc2-c2ccccc2C(=O)O)no1	?	-2	2%	-4%	-2	-1%	15%
CN1CCN(C(=O)CNC(=O)C23CC4CC(CC(C4)C2)C3)CC1	81	.	2%	-5%	.	.	.
NC(=S)N/N=C/c1ccc2c(c1)OCCO2	70	32	49%[activator]	-17%	28*	4%	?
COc1ccc(OC)c(NC(=O)CSc2nnnn2C)c1	75	-2	-1%	-9%	-2	5%	2%
O=C(O)c1cc(S(=O)(=O)N2CCCCCC2)c(Cl)cc1Cl	38	30	52%[activator]	-16%	-2	-11%	18%
COc1ccc(C(NC(=O)c2ccco2)c2ccc(OC)c(OC)c2)cc1 (stereo unspecified)	-5	-3	-6%	0%	-4	-12%	20%
Fc1ccc(C2=CC(c3ccco3)n3nnnc3N2)cc1 (stereo unspecified)	40	47*	-5%	-32%	39*	2%	0%
CCC1(c2ccc(Cl)cc2)NC(=O)N(CC(=O)NC2CCCCCC2)C1=O (stereo unspecified)	-28	.	-5%	-8%	.	-17%	.
O=C(NNc1ccccc1F)C1CCC1	20	13	-9%	-12%	0	-3%	4%
COc1ccc(OC)c(-c2cc(C3CCN(c4ncccc4[N+](=O)[O-])CC3)[nH]n2)c1	-29	5	?	99%[activator]	4	2%	-9%
Oc1ccc(/C=N/NC(=S)Nc2cccnc2)cc1	25	81*	73%[activator]	-28%	48*	-2%	0%
COC(=O)c1ccccc1NC(=O)NCCc1ccccc1OC	-23	83*	-20%	-3%[2.29 µM]	28*	-3%	-3%
CC(=O)N1Cc2ccccc2CC1C(=O)N1CCN(c2ccccc2)CC1 (stereo unspecified)	?	23	-16%	0%	-8	0%	2%
CN1CCN(CC#CCn2c3ccccc3c3ccccc32)CC1	-4	27	-13%	77%[activator]	-1	9%	0%
Cc1cc(C)c2[nH]c(=O)c(CN(Cc3cccs3)C(=S)NCc3ccco3)cc2c1	5	0	0%	-36%	-3	-9%	-1%
O=C(NCc1ccco1)[C@@H]1CCCN1C(=O)c1cccs1	-16	-9	-4%	-12%	-4	-2%	0%
Cc1cc(-c2nn(C)c(=O)c3ccccc23)cc(C)c1O	68	-8	-11%	-3%	-1	3%	4%
C=CCn1c(SCC(=O)NC2CCCCC2)nnc1C1CCCCC1	54	-13	2%	0%	-3	0%	.
Cc1nn(CC#N)c(=O)n1-c1ccccc1	30	-29	-6%	-3%	-1	-10%	4%
CCOC(=O)c1c(N)sc2c1CCCC2	3	-7	-6%	-18%	6	-17%	-15%
O=C(Nc1ccc(N2CCOCC2)cc1)c1cc(-c2ccncc2)nc2ccccc12	?	-19	0%	110%[activator]	-1	-3%	-1%
CCc1nc2nc(C)c(NS(=O)(=O)c3ccc(C4CCCCC4)cc3)c(=O)n2[nH]1	22	-8	-23%	-32%	-5	-4%	0%
CCCC(=Nc1ccccc1)C1=C(O)C(C(=O)OC)C(C)(C)CC1=O (stereo unspecified)	6	-9	-2%	-2%	-2	0%	-8%
COc1ccc(C(=O)N2CCOC2CNC(=O)C(=O)NCc2ccc3c(c2)OCO3)cc1 (stereo unspecified)	64	19	2%	-8%	2	?	0%
NNc1nc2ccc(F)cc2s1	99	136*	17%	-43%	78*	?	?
CSc1ccccc1NC(=O)CN(C)C(=O)C1CCN(C(=O)Nc2ccccc2)CC1	29	.	-5%	-3%	.	-13%	.
C#C[C@]1(O)CC[C@H]2[C@@H]3CCc4cc(O)ccc4[C@H]3CC[C@@]21C	54	-12&-2	-2%	-41%	-3&-3	2%	1%&1%
Cc1cccc(C(=O)NC2CCN(C(=S)NCc3ccco3)CC2)c1	-9	-4	-21%	-17%	-4	-3%	5%
CC(C)COc1ccc(C(=O)Nc2ccc([N+](=O)[O-])cc2)cc1	.	51*	9%	-26%	30*	2%	3%
CCCOc1ccc(/C=C/C(=O)NC2CCCCC2)cc1OC	-8	-3	6%	-11%	-3	?	5%
Cc1cc(C)cc(C(=O)N(c2ccccn2)C(C)c2ccco2)c1 (stereo unspecified)	9	16	6%	11%	1	1%	6%
O=C(Nc1cccc2ncccc12)c1ccc(OCc2ccccc2)cc1	?	5	9%	-20%	-6	0%	-2%
CC1CN(CC(=O)Nc2nc3ccccc3s2)CC(C)O1 (stereo unspecified)	74	57	9%	0%	12*	-13%	?
CC(CCc1ccco1)NC(=O)Nc1cccc(F)c1 (stereo unspecified)	-28	16	-5%	-29%	21*	-4%	9%
CCN(CC)S(=O)(=O)c1ccc(C(=O)NC(=S)N(CCO)Cc2ccccc2)cc1	90	-3	126%[activator]	-23%	-3	0%	?
O=C(O)c1cn(Cc2ccccc2Cl)c2ccc(S(=O)(=O)N3CCOCC3)cc2c1=O	-17	3	-1%	-17%	2	-11%	-1%
COC(=O)COc1ccc(Cl)cc1C1Nc2ccccc2C(=O)N1c1ccc(OC)cc1 (stereo unspecified)	-10	15	-11%	-14%	12	-1%	3%
CCCCNc1nc2c(c(=O)n(C)c(=O)n2C)n1CCC	4	10	-1%	-13%	-5	-1%	7%
CCc1ccccc1NC(=O)c1ccc(Cn2cc([N+](=O)[O-])cn2)cc1	-25	-4	-1%	-28%	-3	?	-6%
O=C(C(=O)N1CCCCC1)c1cn(CC(=O)N2CCCCCC2)c2ccccc12	2	-2	10%	56%	-1	7%	.
CCN(CCO)C(=O)CC1C(=O)NCCN1Cc1c(F)cccc1Cl (stereo unspecified)	-35	1	13%	13%	-1	-2%	-5%
C=CCNC(=O)c1c(Cl)cccc1Cl	-32	2	-2%	-1%	1	?	5%
Cc1cc(OCC(=O)NC2CC(C)(C)NC(C)(C)C2)c2c(C)cc(=O)oc2c1	-7	-9	0%	-12%	10	4%	-5%
COC(=O)CC1C(=O)NCCN1C(=O)c1ccc2oc(C(C)C)nc2c1 (stereo unspecified)	-11	15	-13%	1%	9	-5%	3%
COc1c(C)cc(C(=O)C2CCCN(C(=O)c3csc(C)n3)C2)cc1C (stereo unspecified)	-1	-8	-8%	40%	-3	-14%	7%
O=C(OCc1nnc(-c2cccs2)o1)c1cccnc1Cl	-11	.	2%	-16%	.	-9%	.
